# Screens: PubChem BioAssay, The Scripps Research Institute Molecular Screening Center
# FBW7 act – human FBW7 E3 ligase activation, primary screen; AID 1259310; 0.13% of 650,000 active; normalized activity (activation), % at 26.1 µM; AlphaScreen FBW7–phospho-cyclin E peptide binding, activator screen; in the data active means normalized activity above about 1.9%;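 further: purified mutant Fbw7 with reduced substrate affinity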
# MITF primary – human MITF inhibition, primary screen; O75030; AlphaScreen MITF homodimerization, bead proximity signal; inhibition, % at 2.6 µM; 0.91% of 650,000 active; in the data active means inhibition above about 50%;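 further: 0% = vehicle wells with protein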
# Target sequence (O75030 whole entry, looked up): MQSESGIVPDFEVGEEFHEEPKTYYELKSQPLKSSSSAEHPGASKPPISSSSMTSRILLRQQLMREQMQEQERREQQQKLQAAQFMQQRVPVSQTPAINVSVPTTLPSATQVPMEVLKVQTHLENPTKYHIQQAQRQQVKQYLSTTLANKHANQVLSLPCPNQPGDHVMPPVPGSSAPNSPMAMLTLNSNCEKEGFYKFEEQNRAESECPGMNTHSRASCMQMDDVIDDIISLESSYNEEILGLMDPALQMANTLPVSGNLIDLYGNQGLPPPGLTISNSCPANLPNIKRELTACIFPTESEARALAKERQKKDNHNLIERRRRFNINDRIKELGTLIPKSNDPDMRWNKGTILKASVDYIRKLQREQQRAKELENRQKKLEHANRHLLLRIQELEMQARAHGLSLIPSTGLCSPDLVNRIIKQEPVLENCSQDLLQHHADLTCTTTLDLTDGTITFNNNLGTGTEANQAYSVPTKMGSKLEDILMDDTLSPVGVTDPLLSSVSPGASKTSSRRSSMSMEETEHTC
# TEAD-YAP inh – TEAD-YAP interaction inhibition | HEK-TIYL cells, TEAD-Gal4/YAP UAS-luciferase luminescence | inhibition, % at 9.12 µM | 1.4% of 640,000 active | AID 1259422; in the data active means inhibition above about 32%;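 further: 0% = median of test compound wells and 100% = reference inhibitor wells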
# GPR151 activ – activators of human GPR151 | 1% of 650,000 active | Q8TDV0 | PathHunter beta-arrestin GPR151 cells, luminescence | activation, % at 11.2 µM | AID 1508602; in the data active means activation above about 4.9%;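 further: 0% = median of compound wells and 100% = cells with positive control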
# Target sequence (Q8TDV0 whole entry, looked up): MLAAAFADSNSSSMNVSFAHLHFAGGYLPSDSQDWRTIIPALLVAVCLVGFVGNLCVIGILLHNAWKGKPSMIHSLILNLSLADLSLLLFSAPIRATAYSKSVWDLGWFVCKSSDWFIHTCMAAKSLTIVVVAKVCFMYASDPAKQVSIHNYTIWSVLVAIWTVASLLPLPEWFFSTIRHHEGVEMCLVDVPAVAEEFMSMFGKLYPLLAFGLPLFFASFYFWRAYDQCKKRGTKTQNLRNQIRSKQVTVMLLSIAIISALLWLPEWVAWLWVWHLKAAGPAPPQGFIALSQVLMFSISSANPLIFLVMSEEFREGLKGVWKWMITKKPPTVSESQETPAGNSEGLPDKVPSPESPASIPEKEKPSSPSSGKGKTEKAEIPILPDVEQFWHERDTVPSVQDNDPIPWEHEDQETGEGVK
# Starred values were filed as active, the others as inactive; & = joins results of further samples.
# The line under a structure holds: FBW7 act, MITF primary, TEAD-YAP inh, GPR151 activ
> CC(C)NC(=O)N1CCC(C(=O)NC(c2ccccc2)c2ccccn2)CC1 (stereo unspecified)
 : 0.1, 2, 5, -0.2
> Cc1cccc(CN2CCN3C(=O)[C@H](CCCCN)NC(=O)[C@H]3C2)c1
 : 0.8, 13, -5, 0.6
> CCN1/C(=C2\OC(=S)N(C)C2=O)C=Cc2ccccc21
 : 0.3, 5, 14, -0.6
> CCC(C)(C)NC(=O)C1CCCN1C(=O)NCc1ccccc1 (stereo unspecified)
 : -0.1, 5, 2, 1.3
> O=S(=O)(Nc1ccc(Br)cc1)N1CCCCCC1
 : 0.1, -7, 2, 1.7
> COCc1cc(C)nc2sc3c(c12)NC(c1ccco1)NC3=O (stereo unspecified)
 : 0.0, 4, -9, 0.7
> OC1CCN(c2c3c(nc4cc(-c5ccc(F)cc5)nn24)CCC3)CC1
 : -0.1, -2, -16, 0.9
> O=c1nc(NC2CCCC2)ccn1Cc1cccc(Br)c1
 : -0.2, 7, 11, 1.4
> CCSCCOC(=O)C1=C(C)NC2=C(C(=O)C(C(=O)OC)C(C)C2)C1c1coc2ccc(C)cc2c1=O (stereo unspecified)
 : 0.0, 1, 1, -0.6
> Cc1ccc(C(=O)c2ccc([N+](=O)[O-])cc2[N+](=O)[O-])cc1C
 : -1.1, 35, -1, -1.4
> CN1CCC(N(C)C(=O)C(=O)c2c(-c3ccccc3)cc3ccccn23)CC1
 : -0.1, 8, -3, -0.1
> O=c1oc2ccccc2c(O)c1C=Nc1cccc(C(F)(F)F)c1
 : 0.1, -14, 2, 0.2
> CCOCCCNC(=S)Nc1ccc2nc(N3CCOCC3)cc(C)c2c1
 : 0.1, 1, -7, 0.3
> CCOc1ccc(/C=C/C(=O)c2c(O)cc(C)oc2=O)cc1
 : 0.1, -29, -55, -3.1
> O=C(NC1CC1)c1ccnc(Nc2ccncc2)c1
 : 0.0, 10, 0, 0.5
> O=C(CCN1C(=O)c2ccccc2S1(=O)=O)Nc1nccs1
 : 0.1, 5, -3, -0.9
> COc1ccc2c(C)nc(N3CCC(NC(C)CCCC(C)(C)O)CC3)nc2c1 (stereo unspecified)
 : 0.3, -15, -7, 0.2
> O=C(N/N=C/c1cc([N+](=O)[O-])ccc1O)c1cc(-c2ccccc2)n[nH]1
 : -0.1, -22, -4, 0.7
> CCOC(=O)/C(C#N)=C(\N)C(F)(F)F
 : -0.1, 4, -8, -0.9
> O=C(NCCN1Cc2ccccc2C1=O)Nc1cccc(Cl)c1
 : -0.1, -1, -8, 0.1
> CCCCCNC(=O)c1ccc(Cl)c(NC2=NC3CS(=O)(=O)CC3S2)c1 (stereo unspecified)
 : -0.1, -7, 7, 0.1
> CCn1c(SCC(=O)NNC(=O)c2ccc(OC)cc2)nnc1C(C)C
 : 0.1, -5, -5, -1.6
> CCOc1cc(S(=O)(=O)Nc2ccccn2)ccc1F
 : -0.1, -2, -2, 1.4
> O=C(O)CC(c1ccccc1)c1ccccc1O (stereo unspecified)
 : 0.1, -4, -3, -0.7
> O=C(O)CCCCCNC(=O)c1ccc(F)cc1F
 : 0.1, 1, 5, -2.4
> COc1nc(N(C)S(=O)(=O)c2ccc(C)cc2)nc(C)c1Br
 : 0.2, 9, 5, 4.5
> CCSc1sc(CC)cc1C1C(C#N)=C(N)N(N(C)C)C2=C1C(=O)CC(C)(C)C2 (stereo unspecified)
 : 0.4, 7, -4, 5.5*
> COc1cccc(Cn2c(C)c(CNCC(C)c3ccccc3)c(C(=O)O)c2C)c1 (stereo unspecified)
 : -0.2, 18, 6, -0.4
> O=C(Nc1ccc2[nH]ncc2c1)c1cc(O[C@H]2CCN(Cc3ccccc3)C2)ccn1
 : 0.6, 19, 29, -0.7
> COc1ccc(-c2ccc(C(=O)N3CCN(C)CC3)c(N(C)C)n2)cc1
 : -0.2, 1, 6, 1.3
> CC(=O)c1ccc(F)c(-c2cc(C)cc3c2OC(CNC(=O)c2ccc(C)nc2)C3)c1 (stereo unspecified)
 : -0.1, 12, -3, -1.3
> CCNc1nc(NCC)n2c(SCC(=O)Nc3cc(C)ccc3OC)nnc2n1
 : -0.1, 15, 17, -0.5
> O=C(/C=C/N1CCOCC1)c1ccc(Cl)cc1
 : 1.1, 21, -14, -0.5
> N#Cc1ccccc1NC(=O)CSc1nnc(COc2ccccc2)o1
 : -0.1, 4, -3, -0.3
> COc1ccc(C(=O)OCc2ccc(C#N)cc2)cc1S(=O)(=O)N1CCOCC1
 : 0.1, 7, 0, -1.6
> CC1(C)C2CCC1(CS(=O)(=O)N1CCN(c3cc(Cl)ccc3Cl)CC1)C(=O)C2 (stereo unspecified)
 : 0.0, -1, 2, -0.1
> COCCNC(=O)c1ccc2c(=O)n(Cc3ccc4c(c3)OCO4)c(=S)[nH]c2c1
 : 0.0, 3, 3, 0.1
> COc1ccc(C2/C(=C(/O)c3ccc(Cl)cc3)C(=O)C(=O)N2CCCO)cc1OC (stereo unspecified)
 : 0.1, 8, 2, 0.1
> COC(=O)c1sc2nc(-c3ccccc3)nc(N3CCCC3)c2c1C
 : 0.9, 25, -2, 0.5
> COc1ccc(/C=C/C(=O)Nc2ccc(F)c([N+](=O)[O-])c2)cc1
 : -0.1, -3, -11, 3.4
> CCn1cc2c(n1)-c1c(oc(C(=O)NCc3cccnc3)c1C)CC2
 : 0.1, -8, 3, -0.1
> COc1cc(S(=O)(=O)N2CCN(C34CC5CC(CC(C5)C3)C4)CC2)ccc1F
 : 0.9, 20, -1, 1.1
> Cc1ccc(C(=O)NC(C)(C)C)cc1[N+](=O)[O-]
 : 0.8, 1, 11, -0.5
> O=C(CSC1CC(=O)N(c2ccc(F)cc2)C1=O)Nc1ccc(Cl)cc1 (stereo unspecified)
 : 0.1, 7, 17, 0.2
> O=C(c1cccc([N+](=O)[O-])c1)N1CCCC(C(F)(F)F)C1 (stereo unspecified)
 : 0.0, 5, 7, -0.9
> CCOc1ccc(-n2c(O)c(C=Nc3ccc(OC)cc3)c3ccc(OC)cc3c2=O)c([N+](=O)[O-])c1
 : -0.1, 0, 0, -0.9
> COCCNC(=O)c1c(C)nc2c(C)cccn12
 : 0.1, 6, -3, 0.1
> CC(C)OC(=O)c1ccc(NS(=O)(=O)c2ccc([N+](=O)[O-])cc2)cc1
 : -0.1, 9, 14, 0.6
> Cc1cc(C)nc(Nc2cccc(C(F)(F)F)c2)n1
 : 0.1, -5, 11, 0.2
> O=C(O)c1ccc(NC(=O)C2CC=CCC2C(=O)OCC(F)(F)C(F)F)cc1 (stereo unspecified)
 : 0.1, 10, 12, -0.4

# Continued.
# The line under a structure holds: FBW7 act, MITF primary, TEAD-YAP inh, GPR151 activ
> Cc1ccc(/C=C2\SC(=S)N(CCC(=O)N3CCCCC3)C2=O)cc1
 : -0.1, -3, 8, -0.4
> Nc1ccc(Br)c[n+]1Cc1cccc2cccnc12
 : -0.1, -11, -1, -0.1
> Cc1ccc(/C=C(\NC(=O)c2ccccc2)C(=O)NC2CCN(Cc3ccccc3)CC2)o1
 : -0.1, 1, 0, 0.0
> CCCN(CCC)c1nc(C)nc2c1sc1nc3c(cc12)COC(C)(C)C3
 : 0.6, 7, 2, -0.5
> COc1ccc(C(=O)Nc2sc3c(c2C(N)=O)CCCCCC3)cc1OC
 : 0.2, 3, 8, -0.3
> COC(=O)c1ccc(NC(=O)c2sc3ccccc3c2Cl)cc1
 : 0.0, 19, 5, 0.4
> CCCN1CCN(c2ncnc3sc(C(=O)NCCc4ccc(OC)c(OC)c4)c(C)c23)CC1
 : 0.4, 13, -14, -0.4
> CC1=C(C(=O)Nc2ccccc2F)C(c2cccs2)NC(=S)N1 (stereo unspecified)
 : -0.1, -282, 6, 4.3
> CCN(CC(=O)NC1CCCCCC1)S(=O)(=O)c1ccc(F)cc1
 : 0.0, 8, 1, 0.7
> Cc1cc(N2CCN(C)CC2)ccc1NC(=O)C1CC(=O)N(Cc2ccccc2Cl)C1 (stereo unspecified)
 : 0.0, 7, -6, 0.0
> Cc1ccc(-n2cc(-c3ccccc3)c3c(NCCC(c4ccccc4)c4ccccc4)ncnc32)cc1Cl
 : 0.0, 4, -9, -0.9
> O=C(Nc1ccc(Cl)cc1)C1C2C=CC3(O2)C1C(=O)N(CCCN1CCOCC1)C3C(=O)NC1CCCCC1 (stereo unspecified)
 : 0.1, -25, 2, 1.1
> CCOC(=O)C1=CN(C(C)C)C=C(C(=O)OCC)C1c1cc(OC)c(OC)cc1OC
 : -0.2, -7, 7, 1.4
> Cc1ccc2cc(CN(Cc3cccs3)C(=O)N(C)C)c3nnnn3c2c1
 : -0.6, -10, 2, 0.2
> Cc1ccccc1Nc1nc(N)nc(COc2ccc(C#N)cc2)n1
 : -0.2, -2, -12, 0.6
> COCCn1c(C)nc2c(c1=O)c1nc3ccccc3nc1n2Cc1ccccc1
 : -0.1, 7, 9, 0.2
> Cc1ccccc1C(=O)Oc1ccc2c3c(c(=O)oc2c1)CCC3
 : 0.3, 2, 12, -0.9
> COC(=O)c1ccc(C(=O)Nc2ccc(C(=O)Nc3ccc(O)cc3)cc2)cc1
 : 0.1, 2, -10, 2.9
> O=C(Nc1ccc(Cl)cc1Cl)c1cc2n(n1)C(C(F)(F)F)CC(c1cccs1)N2 (stereo unspecified)
 : 0.1, -6, -18, 1.0
> O=C(Nc1ccc(Br)cc1)c1ccc(F)c(S(=O)(=O)N2CCN(c3ccccc3Cl)CC2)c1
 : -0.1, 1, 4, 0.7
> O=C(C[n+]1ccccc1)c1ccc2c(c1)OCCO2
 : 0.0, 0, -18, 2.0
> CCOc1ccccc1CN1CCN(Cc2ccc3cccc(OC)c3n2)CC1CCO (stereo unspecified)
 : 0.7, 10, 7, -1.3
> Cc1ccc(NC(=O)c2ccc(F)c(S(=O)(=O)N3CCN(c4cccc(C)c4C)CC3)c2)cc1F
 : -0.1, 0, 1, 0.9
> Cc1ccc(NC(=O)c2c[nH]c(=O)[nH]c2=O)cc1
 : 0.6, 13, -10, 0.7
> O=C(NCc1nc2ccccc2[nH]1)c1cnc(NCc2cccnc2)s1
 : 0.2, -5, -4, -2.8
> O=C(Cn1cnc2scc(-c3ccccc3)c2c1=O)N1CCCCC1
 : -0.1, 3, -1, 1.4
> CN(Cc1ccccc1)c1cc(C#N)c(C#N)cc1[N+](=O)[O-]
 : 0.2, 13, 2, -0.1
> C/C(CC(=O)Nc1ccc2c(c1)OCCO2)=N\NC(=O)Cc1ccc(-c2ccccc2)cc1
 : 0.1, -1, 3, 0.8
> O=C(Nc1ccc(C(F)(F)F)cc1)N[C@H]1C[C@H]2C(=O)N3CCC[C@@H]3C(=O)N2C1
 : -0.1, 12, -2, -0.3
> O=C1Nc2ccccc2NC(=O)C2C3c4ccccc4C(c4ccccc43)C12 (stereo unspecified)
 : 0.0, -8, 17, 1.1
> CCCCS(=O)CC(O)CSc1nc(-c2ccc(OC)cc2)cc(-c2ccccc2)c1C#N (stereo unspecified)
 : -0.1, 11, 6, 1.6
> CCc1cccc(NC(=O)c2ccccc2Br)c1
 : 0.1, 2, -19, 0.5
> CC(NC1CCN(c2cccc(NC(=O)c3ccncc3)c2)CC1)c1ccc(Cl)cc1 (stereo unspecified)
 : -0.1, 16, 36*, 0.1
> O=C(NCC1CCC2(CCN(Cc3cccc(C(F)(F)F)c3)CC2)O1)c1ccccc1 (stereo unspecified)
 : 0.0, -32, 3, 0.3
> COc1cccc(N/C(=N/c2nc(C)cc(C)n2)NC(C)=O)c1
 : 0.6, -3, -16, 0.4
> OCCN1CCOCCOCCOCCN(CCO)CCOCCOCCOCC1
 : -0.1, 7, -2, 0.9
> COC(=O)c1ccc(C)c(NC(=O)c2ccccc2NS(=O)(=O)c2ccc(C)cc2)c1
 : -0.2, 13, 7, -1.1
> COc1ccc(-c2nc3cnccn3c2Nc2ccccc2C)cc1
 : -0.2, -13, -19, -0.6
> COCCn1c(SCC(=O)NC2CCCCC2)nc2c([nH]c3ccccc32)c1=O
 : 0.1, 7, -4, 1.0
> COc1cc(OC)cc([C@@H]2C[C@H]3CN(Cc4cccc(Cl)c4)C(=O)[C@]34CCCN24)c1
 : 0.1, 9, 15, -0.4

# One compound at a time (already shown).
# CC(NC1CCN(c2cccc(NC(=O)c3ccncc3)c2)CC1)c1ccc(Cl)cc1 (stereo unspecified) as listed: FBW7 act: -0.1; MITF primary: 16; TEAD-YAP inh: 36*; GPR151 activ: 0.1
# COc1cccc(N/C(=N/c2nc(C)cc(C)n2)NC(C)=O)c1 as listed: FBW7 act: 0.6; MITF primary: -3; TEAD-YAP inh: -16; GPR151 activ: 0.4

# Other compounds
# The line under a structure holds: FBW7 act, MITF primary, TEAD-YAP inh, GPR151 activ
> Cc1ccc(-n2c(-c3ccc(F)cc3)nn(CCNC(=O)c3cccs3)c2=O)nc1
 : 0.1, -2, 8, -1.3
> COc1ccccc1NC(=O)Nc1ccnn1C1CCN(C(=O)CC2CC2)CC1
 : -0.1, 2, -10, 0.3
> CN1C2CCC1CC(OC(=O)c1c[nH]c3ccccc13)C2 (stereo unspecified)
 : -0.1, -3, -5, -2.1
> NS(=O)(=O)c1cc2c(cc1Cl)NCNS2(=O)=O
 : -0.1&0.1&-0.1&0.0, -4&28&-2&-5, -2&-6, -1.3&-2.1&-0.3&-1.4
> O=C(/C=C/c1ccccc1)Nc1cc(C(=O)NCc2cccc(Cl)c2)ccc1N1CC2CC(C1)c1cccc(=O)n1C2 (stereo unspecified)
 : -0.1, 9, -18, -0.4
> COc1ccc(/C=C(/NC(=O)c2ccc([N+](=O)[O-])cc2)C(=O)NCc2ccccc2)cc1
 : 0.2, 17, 6, -0.1
> O=C(NNC(=O)C12CC3CC(CC(C3)C1)C2)c1cc(Cl)ccc1O
 : -0.1, 0, -11, 0.1
> O=C(/C=C/c1ccc(F)cc1)NCCSCc1ccccc1
 : 0.1, 9, 1, -1.0
